High-throughput results deposited in PubChem BioAssay by several laboratories.
NOD2 inhibition: NOD2 signaling inhibitors, cell-based, luminescence, uHTS, HEK293 (AID 1566); inhibition, % at 4 µM, or EC50 in µM where a hit was titrated; hit rate 0.63% among 290,000; HEK293 NOD2/NF-kB luciferase reporter, luminescence; higher % means a stronger effect; also: many of its hits are not listed in these tables
West Nile virus CPE: inhibition of WNV-induced cytopathic effect – cell-based, CPE readout (AID 1621); West Nile virus-infected cells, CPE inhibition; higher % means a stronger effect; one-dose CPE inhibition, % at 10 µM; IC50 in µM for titrated hits; hit rate 0.02% among 290,000; in the data active = a potency from the dose series; inconclusive = CPE inhibition mostly from about 3.7% at the one dose, without a potency; inactive = the rest, 99 in 100 with CPE inhibition below about 2.2%; also: strong numbers were not always called active
NOD1 NF-kB reporter: inhibition of NOD1-driven NF-kB reporter – cell-based, luminescence, uHTS, primary screen (AID 1578) | one-dose inhibition, % at 4 µM; EC50 in µM for titrated hits | hit rate 1% among 290,000 | NOD1-driven NF-kB luciferase reporter cells, luminescence; higher % means a stronger effect; in the data active = inhibition mostly above about 36%, no sharp cut-off; inactive = mostly below about 34%;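 also: HEK-293T reporter cells stimulated with the NOD1 agonist gamma-tri-DAP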
HIV peptide binding: cell-free HIV fusion peptide-binding blockers – biochemical, uHTS, fluorescence dequenching, primary screen (AID 1986); cell-free peptide binding, fluorescence dequenching, 30 min; higher % means a stronger effect; one-dose inhibition, % at 20 µM; IC50 in µM for titrated hits; hit rate 0.3% among 290,000; in the data active = inhibition mostly above about 52%, no sharp cut-off; inactive = mostly below about 76%; also: some results filed as inactive read as strong as hits
KOR beta-arrestin-1: kappa opioid receptor blockers – cell-based, luminescence, uHTS (AID 1778) | one-dose inhibition, % at 10 µM; IC50 in µM for titrated hits | KOR beta-arrestin recruitment, luminescence, antagonist mode; higher % means a stronger effect | hit rate 0.091% among 290,000; also: strong numbers were not always called active
Yfh1-depleted yeast: mitochondrial function rescue without frataxin homolog – Friedreich's ataxia, plus single-dose screen, dose response (AID 1465) | S. cerevisiae Yfh1-off respiration, WST-1 reduction, 72 h; higher fold induction means a stronger effect | fold induction at 50 µM, or EC50 in µM where a hit was titrated | hit rate 0.074% among 220,000;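 active = fold induction of absorbance versus untreated yeast above a set limit, then at least 30% activation at any dose in follow-up; inconclusive = repeats straddling the limit, or above it without dose testing; inactive = fold induction below the set limit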;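 also: activators that raise dye reduction in frataxin-depleted yeast; strong numbers were not always called active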
AID2073: inhibitors of Mint1-CaV2.2 protein interaction, biochemical, HTRF (AID 2073); HTRF protein-protein interaction, Mint1-CaV2.2; higher % means a stronger effect; one-dose inhibition, % at 20 µM; IC50 in µM for titrated hits; hit rate 0.19% among 290,000; in the data active = inhibition mostly above about 51%, no sharp cut-off; inconclusive = no clear call, values can overlap the other calls; inactive = mostly below about 53%; also: some results filed as inactive read as strong as hits
KOR beta-arrestin-2: kappa opioid receptor activators – cell-based, luminescence, uHTS, primary screen (AID 1777); KOR beta-arrestin recruitment, luminescence; higher % means a stronger effect; one-dose activation, % at 10 µM; EC50 in µM for titrated hits; hit rate 0.02% among 280,000; in the data active = activation above about 50%, passing the limit was not always enough; also: a part of the inactive calls stands beside numbers as strong as those of hits
Dengue-2 NS5 capping: flavivirus cap methylation enzyme inhibition – biochemical, confirmation dose response, primary screen (AID 588689) | Dengue-2 NS5 methyltransferase capping enzyme assay, biochemical; higher % means a stronger effect | one-dose inhibition, % at 25 µM; IC50 in µM for titrated hits | hit rate 0.3% among 340,000; in the data active = a potency from the dose series; inconclusive = inhibition above about 29% without an active follow-up result
Dengue-2 NS5 capping pilot replicate: further read-out of Dengue-2 NS5 capping, marked with its call; inhibition, %; measured here: pilot screen replicate inhibition
Numbers without * were called inactive; i = inactive; ? = inconclusive; . = no result given; [ ] = remark or other dose. Rule as the data show it, unless noted: active = inhibition above about 50%; inactive = the rest. An excerpt, so the mix of outcomes need not match the whole.

SMILES	NOD2 inhibition	West Nile virus CPE	NOD1 NF-kB reporter	HIV peptide binding	KOR beta-arrestin-1	Yfh1-depleted yeast	AID2073	KOR beta-arrestin-2	Dengue-2 NS5 capping	others
CCOC(=O)c1ccc(Nc2nc(N)c3cc(OC)c(OC)cc3n2)cc1	10%	-1.1%	-10%	-2.7%	-36%	.	23%	-3.3%	-3%
O=C(Cn1nnc(-c2ccc(CN3CCOCC3)cc2)n1)N(c1ccccc1)c1ccccc1	3%	-1.1%	-18%	-1.9%	-18%[20 µM]	i	-17%	.	1%
Cc1nn(CC(O)c2ccccc2)c(C)c1Br (configuration not stated)	-4%	0.1%	-24%	-1.7%	-7%	i	0%	-3.1%	-4%	Dengue-2 NS5 capping pilot replicate=-7.9
CCOc1ccc(CNC(=O)c2ccc3c(c2)N(CC)CCS3)cc1	12%	0.0%	21%	0.1%	-21%[20 µM]	.	33%	0.7%	-7%
COc1ccc(C)cc1NC(=O)c1ccc(CN2CCN(c3ccccc3)CC2)cc1	7%	-1.3%	-14%	0.3%	-8%	i	-7%	8.3%	-1%
Cc1cccc(C)c1NC(=O)CCS(=O)(=O)c1cccc2nsnc12	8%	0.8%	6%	0.6%	2%	i	-7%	-4.6%	-3%
O=C(CN1C(=O)/C(=C/c2ccccc2)SC1=S)N1CCN(CCc2ccccn2)CC1	-15%	2.4%	2%	0.7%	-17%	.	44%	0.6%	6%
CCOc1cc(-c2noc(CCC(=O)NC3CCCCC3)n2)ccc1OC	7%	-0.9%	8%	2.3%	-20%	.	0%	-3.3%	-3%
Cc1cccc(C)c1NC(=O)C(c1ccccc1)N1CCOCC1 (configuration not stated)	-3%	0.2%	-24%	0.1%	-13%	i	1%	-4.4%	0%
COC(=O)c1cc(NC(=O)c2ccc(F)cc2)cc(C(=O)OC)c1	-4%	-0.1%	-37%	-1.6%	-13%[20 µM]	i	-3%	.	-6%
Cc1ccc(S(=O)(=O)Nc2nc3ccccc3nc2NCc2ccco2)cc1C	37%	.	38%	-0.8%	20%	.	11%	-3.5%	21%
Cc1ccc([N+](=O)[O-])cc1S(=O)(=O)N1CCCN(C)CC1	13%	-0.4%	8%	-0.5%	-3%	.	14%	-5.0%	-2%
Cc1cc(C)cc(NC(=O)Cn2nnc(C(=O)NCc3ccc4c(c3)OCO4)c2N)c1	-80%	?	-26%	2.4%	-10%	.	9%	-6.5%	-5%
CC(=O)Nc1ccc2c(c1)OCO2	8%	0.0%	-30%	9.1%	-2%	i	3%	-4.2%	6%
CCC(CC)c1nnc(NC(=O)C2=NNC(=O)CC2)s1	-2%	-0.3%	-20%	-1.1%	20%	i	?	-8.4%	-8%
COc1ccc(N2CCN(C(=O)CCc3nnc4ccc(N5CCC(C)CC5)nn34)CC2)cc1	17%	-0.5%	-6%	0.2%	-27%	.	-1%	-3.0%	0%
CC(Oc1cc2oc(=O)c3c(c2cc1Cl)CCCC3)C(=O)NCCN1CCOCC1 (configuration not stated)	0%	-0.4%	-18%	-0.3%	-27%	.	8%	1.8%	-13%
CCCCCCn1c(=O)c(-c2ccccc2)c(O)c2ccccc21	14%	0.2%	12%	2.6%	11%	i	7%	-0.1%	69µM*
CC(=O)c1cc(-c2ccccc2)n(CC(=O)NC2CCCCC2)c1C	6%	-0.3%	-49%	2.1%	-12%	i	-10%	-0.9%	-6%
O=C(CSc1cc(Cl)ccc1Cl)NCCCn1ccnc1	-8%	1.3%	-3%	0.2%	-2%	.	2%	-0.3%	-2%
C[C@@H](C(=O)NCCc1ccc(F)cc1)N1C(=O)N2CCc3c([nH]c4ccccc34)[C@@]2(C)C1=O	2%	-1.0%	-7%	2.1%	24%[20 µM]	.	0%	0.8%	1%
O=c1cc(O)nc(SCc2ccccc2)[nH]1	8%	0.1%	.	6.8%	6%	i	-4%	0.6%	7%	Dengue-2 NS5 capping pilot replicate=0.3
COc1ccccc1-c1c(C)[nH]n2c(=O)c(Cc3ccccc3)c(C)nc12	-4%	-0.5%	-23%	0.2%	-12%	i	6%	-1.2%	-5%
O=C(c1ccc2c(c1)OCO2)N1CCC2(CC1)Oc1ccc(Cl)cc1C(=O)C21CC(c2cccnc2)=NO1 (configuration not stated)	-1%	-0.1%	2%	-1.3%	8%	i	-9%	2.9%	-9%
O=C(O)CN1C(=O)/C(=C\c2cccc(OCc3ccccc3F)c2)SC1=S	-31%	1.2%	-8%	63%	-2%	.	-5%	-6.6%	38µM*
COc1cccc(/C=N/NC(=S)Nc2cccnc2)c1	-6%	0.5%	-25%	-0.2%	3%	i	-7%	-7.1%	-7%
O=C(N/N=C/C1CC2C=CC1C2)c1ccccc1O (configuration not stated)	9%	0.4%	-18%	-2.3%	10%	i	24%	-0.7%	-1%
CN(C)c1oc(-c2ccc(OCc3ccccc3)cc2)nc1C#N	-31%	-0.6%	2%	-2.8%	37%	i	8%	-4.9%	-3%
CC(=O)n1nc(-c2ccccc2)nc1NCc1ccc(F)cc1	-2%	0.0%	-18%	0.7%	8%	i	-4%	4.1%	-12%
N#CC1=C(S)N(c2ccccc2)C(c2cccs2)NC1=O (configuration not stated)	-26%	2.1%	5%	-1.6%	6%	i	-40%	-1.1%	-6%
Clc1cccc(Nc2nc(-c3cccnc3)cs2)c1	-94%	-0.5%	12%	-1.8%	-168%[20 µM]	i	-8%	.	-1%
CCOc1ccccc1C(=O)Nc1nncs1	16%	-0.1%	3%	0.2%	29%	i	4%	.	2%
O=C(O)c1ccc(N/N=C/c2cc3ccccc3nc2Cl)cc1	-77%	1.1%	-8%	9.7%	10%	i	4%	-2.2%	-32%
COc1ccc(NC2=NCC(=O)N2Cc2cccs2)cc1	12%	0.2%	6%	3.3%	-7%	i	-8%	-0.5%	1%
OCC1(Cc2ccc(F)cc2)CCCN(CCCC(F)(F)F)C1 (configuration not stated)	-33%	-0.9%	42%	-0.4%	-45%[20 µM]	.	4%	0.4%	-8%
CC1(C)C(=O)N(OCc2ccccc2)C(C)(C)C(=O)N1OCc1ccccc1	8%	.	5%	-1.0%	15%	.	?	-8.5%	-2%
COc1cccc(C(CNC(=O)C(c2ccccc2)c2ccccc2)N(C)C)c1 (configuration not stated)	10%	-0.5%	-21%	-0.1%	-17%	.	-4%	1.6%	-2%
O=S(=O)(Nn1cnnc1)c1ccc2ccccc2c1	12%	1.0%	-4%	0.6%	-16%	i	2%	6.4%	-8%
CCn1c2ccccc2c2cc(NC(=O)C(=O)NCC3CCCO3)ccc21 (configuration not stated)	22%	-0.5%	-18%	0.7%	-12%[20 µM]	i	6%	-3.9%	-6%
O=C1C(Cl)=C(N2CCCCC2)C(=O)N1c1ccccc1Cl	4%	-0.1%	-9%	-1.7%	52%	i	0%	-0.7%	16%
COc1ccc(CNC(=O)c2nc(S(=O)(=O)Cc3ccccc3)ncc2Cl)cc1	15%	0.8%	-5%	-0.9%	18%	.	-28%	6.7%	-67%
COc1ccc(S(=O)(=O)N2CC(=O)Nc3ccccc32)cc1	7%	-0.3%	-33%	-1.2%	17%[20 µM]	.	8%	-2.4%	-5%
COc1ccc(NC(=O)C2CCCN(S(=O)(=O)c3cccc4cccnc34)C2)cc1OC (configuration not stated)	-12%	0.4%	3%	-0.5%	26%	i	2%	-2.4%	-1%
CC(=O)Nc1ccc(S(=O)(=O)NCCc2ccccn2)cc1	19%	0.0%	-20%	-0.5%	-20%	i	-2%	-0.2%	1%
Cc1ccc([N+](=O)[O-])cc1NC(=O)CNC1CCCCC1	-2%	-0.6%	-15%	1.4%	-23%[20 µM]	.	5%	4.6%	-6%
COc1ccc(Nc2c(-c3ccco3)nc3ccc(C)cn23)cc1	-12%	-0.7%	-18%	22%	12%	i	29%	-0.8%	3%
CCCNC(=O)[C@H]1N2C(=O)c3c(ccc(OC)c3OC)C2SC1(C)C (some centres not stated)	-2%	-0.9%	2%	1.6%	2%	.	7%	-2.5%	-4%
CCn1ncc(S(=O)(=O)Nc2cc(Cl)ccc2C)c1C	2%	-0.3%	-22%	2.5%	-3%	.	-2%	-3.9%	5%
Cc1nnc(SCC(=O)NC2CCCc3c2cnn3-c2ccc(F)cc2F)o1 (configuration not stated)	2%	-0.6%	-24%	4.7%	17%	.	1%	-1.5%	-4%
CC(=O)c1cccc(S(=O)(=O)NCCC(=O)O)c1	0%	-0.4%	-26%	-0.8%	-7%	i	0%	2.6%	-8%
Next entries follow.
SMILES	NOD2 inhibition	West Nile virus CPE	NOD1 NF-kB reporter	HIV peptide binding	KOR beta-arrestin-1	Yfh1-depleted yeast	AID2073	KOR beta-arrestin-2	Dengue-2 NS5 capping	others
O=C(O)CCNc1ccc(NCCC(=O)O)c2c1C(=O)c1ccccc1C2=O	16%	0.1%	-15%	65%	10%	.	-13%	1.0%	?
COC(CNC(=O)C1CCCN1C(=O)OCc1ccccc1)OC (configuration not stated)	-3%	0.5%	-26%	2.3%	-15%	i	-9%	3.0%	-2%
Cc1ccc2occ(C3N[C@H](C(=O)O)CS3)c(=O)c2c1 (some centres not stated)	-8%	-0.3%	7%	10%	11%	i	-8%	2.3%	-3%
Cn1ncc(Cl)c1C(=O)NCC1CCCO1 (configuration not stated)	9%	-0.1%	-13%	-0.8%	-8%	.	-6%	4.1%	-1%
COc1ccc(Cc2noc(CN3CCCC(OCc4ccccn4)C3)n2)cc1OC (configuration not stated)	16%	-0.4%	-14%	-1.2%	9%	i	9%	-2.5%	1%

Filtered by structure, the compounds so far containing a Cl atom.
SMILES	NOD2 inhibition	West Nile virus CPE	NOD1 NF-kB reporter	HIV peptide binding	KOR beta-arrestin-1	Yfh1-depleted yeast	AID2073	KOR beta-arrestin-2	Dengue-2 NS5 capping	others
CC(Oc1cc2oc(=O)c3c(c2cc1Cl)CCCC3)C(=O)NCCN1CCOCC1 (configuration not stated)	0%	-0.4%	-18%	-0.3%	-27%	.	8%	1.8%	-13%
O=C(CSc1cc(Cl)ccc1Cl)NCCCn1ccnc1	-8%	1.3%	-3%	0.2%	-2%	.	2%	-0.3%	-2%
O=C(c1ccc2c(c1)OCO2)N1CCC2(CC1)Oc1ccc(Cl)cc1C(=O)C21CC(c2cccnc2)=NO1 (configuration not stated)	-1%	-0.1%	2%	-1.3%	8%	i	-9%	2.9%	-9%
Clc1cccc(Nc2nc(-c3cccnc3)cs2)c1	-94%	-0.5%	12%	-1.8%	-168%[20 µM]	i	-8%	.	-1%
O=C(O)c1ccc(N/N=C/c2cc3ccccc3nc2Cl)cc1	-77%	1.1%	-8%	9.7%	10%	i	4%	-2.2%	-32%
O=C1C(Cl)=C(N2CCCCC2)C(=O)N1c1ccccc1Cl	4%	-0.1%	-9%	-1.7%	52%	i	0%	-0.7%	16%
COc1ccc(CNC(=O)c2nc(S(=O)(=O)Cc3ccccc3)ncc2Cl)cc1	15%	0.8%	-5%	-0.9%	18%	.	-28%	6.7%	-67%
CCn1ncc(S(=O)(=O)Nc2cc(Cl)ccc2C)c1C	2%	-0.3%	-22%	2.5%	-3%	.	-2%	-3.9%	5%
Cn1ncc(Cl)c1C(=O)NCC1CCCO1 (configuration not stated)	9%	-0.1%	-13%	-0.8%	-8%	.	-6%	4.1%	-1%
